Screens from PubChem.
CSN inh: inhibitors of human CSN-mediated cullin deneddylation. Q92905. Purified CSN, SCF-Nedd8-OG deneddylation, fluorescence polarization. inhibition, % at 12.5 µM. 360,000 compounds, 0.38% hits. AID 651999;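 active means pattern-corrected inhibition above about 35%, with an unprinted fluorescence ratio check between 0.5 and 1.5, limit read from the data, passing the limit was not always enough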;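 further: 0% = enzyme with substrate and 100% = substrate without enzyme; some results filed as inactive read as strong as hits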
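assay system = purified human Csn5 enzyme expressed in HEK293T cells | amount = 0.24 nM enzyme | buffer or medium = Tris/NaCl/DTT buffer, pH 7.5 | reagent = 10 nM SCFSkp2-Nedd8OG | compound = one concentration, 12.5 µM, 0.25% DMSO | times = 90 min reaction at room temperature | signal = FP | read-out basis = % inhibition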
DNMT1 inh: DNMT1 (human) enzyme inhibition; P26358; DNMT1 molecular beacon, Hinp1I cleavage, fluorescence; inhibition (reported as % activation of signal), % at 10 µM; 360,000 compounds, 0.83% hits; in the data active means inhibition above about 50%
Scp-1 inhibitor: blocks human Scp-1 phosphatase activity; Q9GZU7; Recombinant Scp1, phosphopeptide, malachite green phosphate absorbance; inhibition, % at 20 µM; 340,000 compounds, 0.88% hits;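 active means inhibition above about 50% at 20 µM, limit read from the data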;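 further: plate controls were DMSO wells with enzyme for no effect and wells lacking enzyme for full effect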
Target sequence (Q9GZU7 76-261 limits assumed): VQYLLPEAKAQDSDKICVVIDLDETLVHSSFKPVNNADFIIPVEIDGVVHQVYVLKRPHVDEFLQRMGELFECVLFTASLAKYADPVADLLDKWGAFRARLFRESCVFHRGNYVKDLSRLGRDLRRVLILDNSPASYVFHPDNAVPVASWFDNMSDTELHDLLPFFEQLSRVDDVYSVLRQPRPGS
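Times: enzyme reaction 45 min at room temperature, colour 5 min, stabilisation 30 min. Material: SCP-1 catalytic fragment, aa 76-261. Medium: Acidic Tris acetate buffer with magnesium and detergent. Signal: colorimetric free-phosphate detection, absorbance 630 nm. Read-out basis: % inhibition of SCP-1 phosphate liberation. Reagent: Phosphorylated 17-residue peptide substrate.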
STEP block: inhibitors of human striatal-enriched phosphatase STEP; P54829; inhibition, % at 20 µM; recombinant STEP, OMFP fluorogenic substrate, fluorescence; 360,000 compounds, 0.25% hits;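 active means inhibition at 20 µM, scaled per plate between control wells, above about 37%, limit read from the data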;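 further: 0% = DMSO with enzyme and substrate and 100% = substrate only without enzyme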
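System: STEP phosphatase, cell-free reaction; Buffer or medium: Bis-Tris pH 6.0 buffer with DTT, detergent; Incubation: 20 min at room temperature, dark; Measured by: fluorescence, 480/540 nm.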
LMPTP inh: blocks human LMPTP phosphatase; recombinant LMPTP-A, OMFP fluorogenic substrate, fluorescence intensity; inhibition, % at 20 µM; 360,000 compounds, 0.22% hits; AID 651560;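 active means compounds that cut the enzyme signal by at least half of the control window in the single-dose screen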;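 further: plate controls were DMSO wells with enzyme plus substrate for no effect and substrate without enzyme for full effect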
Target sequence (P24666 whole entry, looked up): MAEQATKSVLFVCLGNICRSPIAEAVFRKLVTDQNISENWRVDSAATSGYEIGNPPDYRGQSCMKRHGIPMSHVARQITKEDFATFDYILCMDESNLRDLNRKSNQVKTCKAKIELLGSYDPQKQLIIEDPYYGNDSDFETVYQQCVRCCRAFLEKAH
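test system = LMPTP-A | amount = 0.625 nM LMPTP-A final | reagent = fluorogenic phosphatase substrate OMFP at 400 µM final | incubation = 50 min at room temperature | benchmarks = no-enzyme low control, uninhibited high control | medium = Bis-Tris pH 6.0, DTT, detergent | signal = fluorescence intensity of OMFP turnover product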
SUMO1-SIM PPI: SUMO1-SIM interaction modulation; 360,000 compounds, 0.33% hits; SUMO1 binding to a labelled peptide, TR-FRET, 1 h; inhibition, % at 20 µM; P63165; AID 602429; in the data active means inhibition above about 37%
Target sequence (P63165 whole entry, looked up): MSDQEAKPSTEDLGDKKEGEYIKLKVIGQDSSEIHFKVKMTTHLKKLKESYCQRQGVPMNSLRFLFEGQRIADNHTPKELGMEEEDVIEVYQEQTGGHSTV
Tb MetRS inh: Trypanosoma brucei MetRS inhibition; inhibition, % at 11.9 µM; AID 624268; purified T. brucei MetRS, ATP depletion, Kinase-Glo luminescence; 360,000 compounds, 0.4% hits;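 active means inhibition above a per-plate cutoff of the control wells' mean inhibition plus 3 SD, cut at about 5.5% in these data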;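 further: 0% = DMSO wells median and 100% = median of wells with control inhibitor compound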
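technique = Kinase-Glo luminescence, ATP depletion format | system = purified MetRS (methionyl-tRNA synthetase) enzyme from Trypanosoma brucei | timing = 15 min preincubation, 2 h reaction, all 25 °C | evaluation = percent inhibition versus plate control medians | dosing = single dose, 11.9 µM final nominal, 0.9% final DMSO | also added = substrates ATP, L-methionine and bulk Escherichia coli tRNA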
Rpn11 inh: blocks the human proteasome subunit Rpn11. O00487. human 26S proteasome, Ub4-pepOG fluorescence polarization; 20S core pre-blocked with epoxomicin. calls only at 20 µM. 360,000 compounds, 0.59% hits;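 active means inhibition at 20 µM, scaled to each plate's controls, above about 33%, limit read from the data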
Target sequence (O00487 whole entry, looked up): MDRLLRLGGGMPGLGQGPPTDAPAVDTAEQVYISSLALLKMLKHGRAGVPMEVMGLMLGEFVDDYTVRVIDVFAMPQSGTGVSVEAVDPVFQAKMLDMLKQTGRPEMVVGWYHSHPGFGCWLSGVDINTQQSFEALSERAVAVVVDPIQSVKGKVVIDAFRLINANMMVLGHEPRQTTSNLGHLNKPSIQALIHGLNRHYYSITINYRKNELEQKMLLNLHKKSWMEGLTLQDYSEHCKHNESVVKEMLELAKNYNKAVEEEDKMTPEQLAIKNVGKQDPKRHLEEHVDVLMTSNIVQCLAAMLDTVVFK
PABP1 MLLE inh: blocks PAM2 peptide binding to the PABP1 MLLE domain | GST-MLLE / FITC-PAM2 fluorescence polarization | inhibition, % at 20 µM | 360,000 compounds, 0.36% hits; in the data active means inhibition above about 35%, passing the limit was not always enough;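 further: plate controls were DMSO wells with GST-MLLE for no effect and wells lacking GST-MLLE protein for full effect; some results filed as inactive read as strong as hits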
NadD block: blocks S. aureus nicotinate mononucleotide adenylyltransferase. purified NadD enzyme, colorimetric absorbance read-out. inhibition, % at 20 µM. 360,000 compounds, 0.78% hits; in the data active means inhibition above about 26%; further: some compounds past the cut are filed as inactive
* marks the source's active call; other numbers are inactive results; i = inactive; · = no result given.

1: CCCCOc1ccc(OCCNC(=O)C2CCCN2C(=O)Nc2ccccc2)cc1 (stereo not drawn)
2: O=C(N/N=C/C=C/c1ccccc1)C1CC1(c1ccccc1)c1ccccc1 (stereo not drawn)
3: Cc1cc(Cl)ccc1NC(=O)CSc1nnc(Cc2cccs2)n1Cc1ccco1
4: CCCC1=C(C(=O)OCC)C(c2ccc(N(C)C)cc2)n2ncnc2N1 (stereo not drawn)
5: CS(=O)(=O)NNC(=O)CN1C(=O)C2C3C=CC(C3)C2C1=O (stereo not drawn)
6: CCOc1ccccc1NC(=O)CSc1nnc(CNC(=O)c2ccccc2F)o1
7: COC(=O)c1cc2ccccn2c2c(C(=O)OC)c(C(=O)OC)cc1-2
8: CC(C)NS(=O)(=O)c1ccc(OCC(=O)NCc2ccco2)cc1
9: CCOC(=O)c1ccccc1NC(=O)CN1C(=O)c2ccccc2S1(=O)=O
10: O=[N+]([O-])c1cccc(OCCCN2CCC(Cc3ccccc3)CC2)c1
assay / entry	1	2	3	4	5	6	7	8	9	10
CSN inh	4	4	-1	3	110	6	0	2	3	1
Rpn11 inh	i	i	i	i	i	i	i	i	i	i
DNMT1 inh	-2	-3	0	-1	7	0	1	2	3	-3
NadD block	-6	21	5	0	0	-1	-5	0	3	7
Scp-1 inhibitor	-4	-7	-6	-10	1	-2	-2	5	-8	6
STEP block	-1	0	-3	-1	-1	-2	1	1	0	1
LMPTP inh	-0.5	4.4	0.6	-0.6	1.3	-0.4	1.9	-2.0	-1.6	1.3
PABP1 MLLE inh	4	12	-7	2	1	16	9	0	5	5
SUMO1-SIM PPI	2	1	1	5	0	-2	-11	-5	0	-26
Tb MetRS inh	-0.6	0.0	-0.2	-0.4	-0.9	-0.3	-0.2	-1.1	-0.4	-0.2

11: COc1cccc(C(=O)N2CCC2(C)C(=O)NC(C)C)c1 (stereo not drawn)
12: Cc1cccc(-c2nc3ccccc3c(=O)n2NC(=O)Cc2ccc(Cl)cc2)c1
13: O=C(NNc1cc(Cl)cc(Cl)c1)c1c(F)cccc1Cl
14: CCSC1OC(C(COC(C)=O)OC(C)=O)C(OC(C)=O)C1NC(C)=S (stereo not drawn)
15: CC(C)(C)OC(=O)N1CCC(NC(=O)c2[nH]cnc2C(=O)Nc2ccccc2)CC1
16: COCCn1c(=NC(=O)c2cc(Cl)sc2Cl)sc2cc(S(N)(=O)=O)ccc21
17: O=C(NCc1ccc(F)cc1)c1cnc(-c2ccccn2)nc1C(F)(F)F
18: O=C1NCCN/C1=C\C(=O)c1ccc(Br)cc1
19: CC1CCC2C(=O)N(c3ccc(NC4CCN(Cc5ccccc5)CC4)c([N+](=O)[O-])c3)C(=O)C2C1 (stereo not drawn)
20: O=c1c2ccccc2cnn1Cc1n[nH]c(=S)n1C1CC2CCC1C2 (stereo not drawn)
assay / entry	11	12	13	14	15	16	17	18	19	20
CSN inh	-3	2	0	2	7	3	-1	0	3	3
Rpn11 inh	i	i	i	i	i	i	i	i	i	i
DNMT1 inh	2	1	-2	7	-2	5	-3	-4	-4	0
NadD block	5	-5	-3	-2	3	15	8	-6	5	4
Scp-1 inhibitor	·	-8	-10	-2	-2	0	-1	-8	0	4
STEP block	0	3	0	0	0	2	-7	-1	-1	1
LMPTP inh	1.3	1.5	0.8	-1.2	-0.3	1.0	0.5	-1.3	0.5	-1.7
PABP1 MLLE inh	17	18	-6	34	-1	-4	5	0	0	18
SUMO1-SIM PPI	34	3	2	-5	2	4	-4	-30	-40	1
Tb MetRS inh	0.4	-0.2	45*	-0.4	-0.6	-1.6	-0.2	0.1	-0.5	-0.1

21: COc1ccccc1N(CC(=O)N1CCCCC1)S(=O)(=O)c1ccccc1
22: CCOc1ccc(C2c3c(oc4ccccc4c3=O)C(=O)N2c2ccc(C)cn2)cc1OC (stereo not drawn)
23: CCCn1c(SCC(=O)Nc2ccc3c(c2)OCCO3)n[nH]c1=O
24: Cc1cc(Oc2ccc(N)cn2)cc(C)c1Cl
25: Clc1ccc(CNc2cnccn2)cc1Cl
26: COc1cccc(N2C(=O)Nc3ccc(Br)cc3C2(O)C(=O)NCCN(C)C)c1 (stereo not drawn)
27: CCOc1ccc(CCN2C(=O)C(=O)N([C@@H](Cc3ccc(O)cc3)CN3CCC[C@@H]3CN3C(=O)C(=O)NC[C@@H]3Cc3ccccc3)C[C@@H]2Cc2ccccc2)cc1
28: O=C(COc1ccccc1)Nc1nnc(-c2ccc(F)cc2)o1
29: COc1ccc(/C(N)=N/OC(=O)C2CCCCC2)cc1
30: CC1(NC(=O)CCc2ccccc2)CCN(CCCc2ccccc2)C1=O (stereo not drawn)
assay / entry	21	22	23	24	25	26	27	28	29	30
CSN inh	-4	0	-1	8	5	2	1	2	0	-2
Rpn11 inh	i	i	i	i	i	i	i	i	i	i
DNMT1 inh	-1	-4	-2	-5	0	-1	-6	1	2	1
NadD block	1	3	1	-1	-4	0	29*	1	-7	-7
Scp-1 inhibitor	-5	-12	-4	-1	-9	0	16	0	-5	-8
STEP block	1	1	0	-2	0	-4	2	2	-3	2
LMPTP inh	-0.3	1.3	-0.5	0.0	-0.5	-4.8	14	0.0	2.8	-1.7
PABP1 MLLE inh	6	1	-27	-3	-6	-3	-9	0	4	1
SUMO1-SIM PPI	1	-18	5	4	0	-1	4	4	-6	3
Tb MetRS inh	0.0	-1.1	-0.4	0.0	0.1	-1.6	0.4	-0.6	-0.3	-0.2

31: N=c1c2c(ncn1Cc1ccco1)Oc1cc(O)ccc1C2c1ccccc1 (stereo not drawn)
32: O=C(O)C1CCN(c2c([N+](=O)[O-])cc(C(F)(F)F)cc2[N+](=O)[O-])CC1
33: Cc1cc(=O)oc2c(C)cc(C(C)(C)C)cc12
34: O=C(CCNS(=O)(=O)c1ccccc1)NNC(=O)c1csc(N2CCOCC2)n1
35: COC(=O)c1ccc(-n2c(C)ccc2-c2ccccc2)cc1
36: COc1ccc(-c2cnc(C(O)c3ccc(C(C)(C)C)cc3)[nH]2)cc1 (stereo not drawn)
assay / entry	31	32	33	34	35	36
CSN inh	10	2	6	-2	4	-2
Rpn11 inh	i	i	i	i	i	i
DNMT1 inh	-1	2	6	2	1	1
NadD block	1	0	3	4	-1	1
Scp-1 inhibitor	-7	-11	-7	-2	-4	·
STEP block	-1	0	-2	1	2	3
LMPTP inh	0.5	-0.6	1.1	0.3	1.3	0.7
PABP1 MLLE inh	40	-10	10	1	-1	-8
SUMO1-SIM PPI	1	-10	-7	13	-4	24
Tb MetRS inh	0.1	-0.3	0.1	-0.3	-1.8	0.1

3 of the entries above in order of the NadD block value, low to high:
no.	Compound	NadD block
35	COC(=O)c1ccc(-n2c(C)ccc2-c2ccccc2)cc1	-1
33	Cc1cc(=O)oc2c(C)cc(C(C)(C)C)cc12	3
34	O=C(CCNS(=O)(=O)c1ccccc1)NNC(=O)c1csc(N2CCOCC2)n1	4

Record cards, as listed above:
COc1ccc(-c2cnc(C(O)c3ccc(C(C)(C)C)cc3)[nH]2)cc1 (stereo not drawn) is entered as CSN inh = -2; Rpn11 inh = i; DNMT1 inh = 1; NadD block = 1; Scp-1 inhibitor = ·; STEP block = 3; LMPTP inh = 0.7; PABP1 MLLE inh = -8; SUMO1-SIM PPI = 24; Tb MetRS inh = 0.1
COC(=O)c1ccc(-n2c(C)ccc2-c2ccccc2)cc1 is entered as CSN inh = 4; Rpn11 inh = i; DNMT1 inh = 1; NadD block = -1; Scp-1 inhibitor = -4; STEP block = 2; LMPTP inh = 1.3; PABP1 MLLE inh = -1; SUMO1-SIM PPI = -4; Tb MetRS inh = -1.8
O=C(CCNS(=O)(=O)c1ccccc1)NNC(=O)c1csc(N2CCOCC2)n1 is entered as CSN inh = -2; Rpn11 inh = i; DNMT1 inh = 2; NadD block = 4; Scp-1 inhibitor = -2; STEP block = 1; LMPTP inh = 0.3; PABP1 MLLE inh = 1; SUMO1-SIM PPI = 13; Tb MetRS inh = -0.3
